# High-throughput results as filed in PubChem BioAssay.
# MEKK2 mut-MEK5: signal of MEK5 binding to mutant human MEKK2 PB1 domain; bead flow cytometry, Alexa488-MEK5 binding to MEKK2 mutant; AID 1530; percent response, % at 10 µM; 290,000 tested, 0.35% active; in the data active = percent response above about 24%, passing the limit was not always enough; also: inactives centre near 1; some results filed as inactive read as strong as hits; reference of the scale not given here
# DNA FID counter: displaces DNA intercalator in HCV helicase counter-screen; DNA fluorescent intercalator displacement, fluorescence; inhibition, % at 7.9 µM; 290,000 tested, 0.17% active; in the data active = inhibition above about 37%;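 also: 0% = vehicle and 100% = reference compound; higher means more ethidium bromide displaced from hairpin DNA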
# MEKK3 PB1 HTS: raises or lowers MEK5 binding to the human MEKK3 PB1 domain; bead-based flow cytometry, Alexa488-MEK5 binding to MEKK3; actives lie on both sides; 0 = blocked by unlabeled MEK5, 100 = vehicle; 290,000 tested, 1.4% active; binding response (% of control), % at 10 µM; Q99759; AID 1529;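 active = binding response more than 3 SD above or below the average of its plate-row segment, actives on both sides; inconclusive = wells at one plate position flagged as instrument error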;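 also: Alexa488 bead fluorescence after subtracting the streptavidin-only scavenger bead signal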
# PHOSPHO1 inh: PHOSPHO1 (human) inhibition; recombinant PHOSPHO1, absorbance phosphatase assay; 290,000 tested, 1.1% active; inhibition, % at 13.3 µM; in the data active = inhibition above about 60%
# Target sequence (Q8TCT1 whole entry, looked up): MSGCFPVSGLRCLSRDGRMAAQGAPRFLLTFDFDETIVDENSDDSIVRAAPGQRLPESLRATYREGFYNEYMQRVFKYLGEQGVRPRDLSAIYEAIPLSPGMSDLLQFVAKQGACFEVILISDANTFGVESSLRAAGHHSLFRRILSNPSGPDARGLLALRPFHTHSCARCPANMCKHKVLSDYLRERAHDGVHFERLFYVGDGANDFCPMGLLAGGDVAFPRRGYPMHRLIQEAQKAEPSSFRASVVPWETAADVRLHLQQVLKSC
# MEKK2 WT-MEK5: raises or lowers MEK5 binding to wildtype human MEKK2 PB1 domain | Q9Y2U5 | bead flow cytometry, Alexa488-MEK5 binding to MEKK2 WT; actives lie on both sides | binding response (% of control), % at 10 µM | 290,000 tested, 1.1% active; in the data active = binding response below about 67% or above about 130%; inconclusive = no clear call, values can overlap the other calls; inactive = in between
# GPR7 antagonist: antagonists of human GPR7 (neuropeptides B/W receptor 1); P48145; GPR7-expressing cells, fluorescence antagonist assay; 290,000 tested, 1.1% active; AID 1861; inhibition, % at 4.4 µM; in the data active = inhibition above about 16%, passing the limit was not always enough;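 also: cells stimulated with the agonist NPW; 0% = agonist with vehicle and 100% = vehicle without agonist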
# Target sequence (P48145 whole entry, looked up): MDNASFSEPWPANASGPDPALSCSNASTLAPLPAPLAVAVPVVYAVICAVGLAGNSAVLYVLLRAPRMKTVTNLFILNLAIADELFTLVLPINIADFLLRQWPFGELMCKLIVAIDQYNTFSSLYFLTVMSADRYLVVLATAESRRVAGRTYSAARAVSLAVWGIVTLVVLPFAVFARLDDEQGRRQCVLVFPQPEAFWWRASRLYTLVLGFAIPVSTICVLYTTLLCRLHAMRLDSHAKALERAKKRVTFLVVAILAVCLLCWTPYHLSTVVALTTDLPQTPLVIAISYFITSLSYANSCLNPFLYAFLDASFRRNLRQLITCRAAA
# PfM18AAP inh: PfM18AAP enzyme inhibition | recombinant PfM18AAP, H-Glu-NHMec fluorogenic cleavage | inhibition, % at 7.35 µM | 290,000 tested, 1.2% active;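 active = inhibition above the campaign mean inhibition over all tested compounds plus 3 SD, cut at about 28% in these data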;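 also: 0% = plate median of test compound wells and 100% = 2 mM ZnCl2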
# OXTR agonist: human OXTR agonism. P30559. CHO-OTR cells, Fluo-8 calcium fluorescence; normalized: DMSO 0%, oxytocin 100%. activation, % at 3 µM. 320,000 tested, 0.32% active. AID 2435;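 active = activation above the mean of all tested compounds plus 3 SD, cutoff set per screening run, cut at about 20% in these data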;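 also: peak over basal fluorescence ratio from a 100 s FLIPR kinetic read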
# Target sequence (P30559 whole entry, looked up): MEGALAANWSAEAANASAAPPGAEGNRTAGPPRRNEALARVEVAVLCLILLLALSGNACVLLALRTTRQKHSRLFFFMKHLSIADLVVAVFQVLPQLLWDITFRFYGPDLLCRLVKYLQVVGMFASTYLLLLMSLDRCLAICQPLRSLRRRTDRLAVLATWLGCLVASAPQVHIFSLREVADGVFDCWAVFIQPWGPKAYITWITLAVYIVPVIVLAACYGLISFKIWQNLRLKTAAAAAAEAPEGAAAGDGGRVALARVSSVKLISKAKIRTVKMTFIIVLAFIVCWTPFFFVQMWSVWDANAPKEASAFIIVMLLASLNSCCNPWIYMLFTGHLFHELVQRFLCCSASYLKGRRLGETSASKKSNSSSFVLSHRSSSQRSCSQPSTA
# NALP1 yeast inh: inhibitors of NALP1 inflammasome in yeast; S. cerevisiae NALP1/ASC/caspase-1 growth, X-gal OD620, 72 h; inhibition, % at 10 µM; AID 2071; 280,000 tested, 0.61% active; in the data active = inhibition mostly above about 24%, no sharp cut-off; inactive = mostly below about 32%; also: some compounds called inactive have numbers as strong as hits
# The depositor's hits bear a star; ? = inconclusive; . = no result given; [ ] = another dose, or the depositor's remark.
SMILES,MEKK2 mut-MEK5,DNA FID counter,MEKK3 PB1 HTS,PHOSPHO1 inh,MEKK2 WT-MEK5,GPR7 antagonist,PfM18AAP inh,OXTR agonist,NALP1 yeast inh
COc1cc(N=C2C(=O)N3c4c(cccc42)C(C)=CC3(C)C)cc(OC)c1,-1,-8,112,9,97,16,12,-1.6,38
OCc1ccccc1OCCCN1CCC(Cc2ccccc2)CC1,24*,13,112,24,194*,-6,-1,2.5,13
Fc1ccc(C2NCCn3cccc32)cc1 (stereo unspecified),4,14,100,37,105,21,-7,1.7,16
Cc1ccccc1OCC(=O)Nc1ccccc1CO,8,-3,105,-17,108,9,-4,-0.4,6
Cc1ccc(C(=O)C(C)OC(=O)Cn2[nH]c(=O)c3ccccc3c2=O)cc1 (stereo unspecified),7,-32,101,33,106,-24,-2,-0.2,6
COc1ccc(OCC(=O)Nc2ccc(NC(=O)c3ccco3)cc2)cc1,14,-14,109,1,106,-5,8,2.6,4
COc1ccc2c(CC(=O)Nc3c(C)n(C)n(-c4ccccc4)c3=O)coc2c1,9,-8,101,16,103,-4,-3,-1.1,43
CCOc1ccc(C(=O)NC(=S)Nc2ccccc2OC)cc1[N+](=O)[O-],-2,2,100,-10,103,-3,-3,0.2,10
COc1cc2c(cc1NC(=O)Nc1ccc(C)cc1)oc1ccccc12,24*,4,113,30,141*,-7,2,0.8,-6
Cn1c(-c2ccc3c(c2)OCO3)cnc1NCc1ccccc1Cl,13,8,109,12,119,12,-6,6.0,10
CC(=O)Nc1ccccc1OCc1nnc(-c2ccc(Cl)cc2)o1,-2,-10,107,24,100,-5,-12,0.1,4
COC(=O)C1=C(C)N=C2SCCC(=O)N2C1c1cccs1 (stereo unspecified),-3,-10,101,12,99,1,-8,-1.1,-8
Cc1ccc(CNC(=O)Nc2cccc(C)c2)cc1,2,1,105,20,103,-8,-8,-2.2,6
COc1cccc(NC(=O)CSc2nnc(-c3cc(C)[nH]n3)n2N)c1,1,-9,101,38,101,-12,-1,0.1,25
CCOc1ccc(N2CC(C(=O)Nc3ccc4c(c3)OCO4)CC2=O)cc1 (stereo unspecified),-2,-8,105,-20,98,-10,-3,-1.1,2
CCCS(=O)(=O)N1CCn2c(nc3ccccc32)C1,.,-1,.,-4,.,-6,5,-0.2,4
CCCCNC(=O)N(O)C1N(/N=C/c2ccccc2O)C(=S)SC1(C)C (stereo unspecified),-2,-21,102,23,101,-4,2,.,-5
CCCCOC(=O)Nc1cc(OC)c(Cl)cc1OC,-2,-4,98,-5,98,-14,-1,-1.9,9
CN1C(=O)NC(c2ccccc2[N+](=O)[O-])C2=C1CCCC2=O (stereo unspecified),0,-43,103,7,98,-4,20,11,-4
NC(=O)CC1C(=O)N(c2ccccc2)C(=S)N1NC(=O)c1ccc(Br)cc1 (stereo unspecified),6,-8,105,14,103,-6,16,0.7,-10
CCCc1[nH][nH]c(=O)c1C(c1ccccc1)C(C#N)C#N (stereo unspecified),-21,2,?,0,?,-9,-5,-0.4,3
C=CCn1c(C)cc(/C([O-])=C(/C(=S)Nc2ccc(OC(F)F)cc2)[n+]2ccc(N(C)C)cc2)c1C,3,-1,101,25,113,-13,11,0.3,-11
CCOC(=O)C1CCN(Cc2c(F)cccc2Cl)CC1,1,5,99,-14,98,-12,-11,-0.8,-25
CCN(C(=O)C(C)Cl)c1ccccc1 (stereo unspecified),-2,-4,99,-15,100,-4,-1,-0.2,10
Cc1nc(N2CCN(S(=O)(=O)c3ccccc3)CC2)c2cc(-c3ccccc3)sc2n1,8,-1,103,14,95,-13,-3,-0.3,1

# (continued)
SMILES,MEKK2 mut-MEK5,DNA FID counter,MEKK3 PB1 HTS,PHOSPHO1 inh,MEKK2 WT-MEK5,GPR7 antagonist,PfM18AAP inh,OXTR agonist,NALP1 yeast inh
O=C(CN(C(=O)c1csnn1)c1ccc(Cl)cc1)NCCc1ccccc1,5,-15,101,19,101,2,-9,-0.4,-1
Clc1ccc(-c2nnc3sc(Cc4cccs4)nn23)c(Cl)c1,-6,-27,90,41,86,-8,4,-1.1,-1
Cc1ccc(C(=O)N2c3ccccc3OCC2C)cc1 (stereo unspecified),5,-16,105,.,103,-11,0,-2.2,2
O=C(NCC(=O)N(c1ccccc1)C(C(=O)NC1CCCC1)c1ccncc1)c1cccs1 (stereo unspecified),2,-33,99,3,99,1,-15,-0.4,-18
Cc1c(CCC(=O)NCCCN2CCCC2=O)c(=O)oc2c(C)c(O)ccc12,3,-7,102,-7,102,-4,4,0.0,17
CC(=O)c1nn(-c2ccc(Br)cc2)cc1C(=O)c1ccco1,4,-11,118,6,107,-15,-8,-2.3,6
Cc1ccc(S(=O)(=O)N(CC(=O)NN=C2CCN(C)CC2)c2ccc(F)cc2)cc1,3,-12,102,2,105,-15,-4,-1.6,18
CCCn1nc(C(=O)NNC(=O)CSC(C)C(=O)Nc2cc(C)on2)c2ccccc2c1=O (stereo unspecified),0,-33,101,-12,104,-14,10,-1.4,11
COC(=O)C1=C(C(=O)OC)[C@@H]2N(Cc3ccccc3)c3ccccc3[C@@]23C[C@@H](CO)N(C(=O)NC2CCCC2)C3=N1,2,.,102,35,84,.,.,-0.5,.
CC(C)(C)NC(=S)N/N=C/c1cc(Br)c(O)c(Br)c1,0,-5,100,.,98,-24,14,9.0,14
C/C(=N/NC(=O)C1CCCC1)c1ccc(NC(=O)C(F)(F)F)cc1,2,-7,97,3,96,0,2,-1.1,11
CC(=O)O[C@H]1CC[C@H]2[C@@H]3CCc4cc(O)ccc4[C@H]3CC[C@]12C,2,-4,82,4,84,-7,0,0.2,22
Cc1csc2ncc(C(=O)Nc3ccon3)c(=O)n12,5,-3,109,-6,108,-5,4,0.5,6
O=C(CSCc1ccc(Cl)cc1)Nc1ccc(S(=O)(=O)N2CCCCCC2)cc1,20,-14,108,-14,119,-4,0,11,14
COc1ccc(NC(C)=O)cc1NC(=O)CN1CCN(S(=O)(=O)c2ccc(C(C)C)cc2)CC1,9,0,104,41,105,-4,-6,-1.3,24
CCN1CC(C)C(O)(c2ccccc2)CC1C (stereo unspecified),5,4,100,3,101,-1,-3,1.0,-14
CC1(C)CC(O)C(C)(C)N1O (stereo unspecified),-38,0,?,32,?,-6,-2,-0.2,14
COC(/C=C/Nc1ccc(OC)cc1)=C(C#N)C#N,2,0,104,18,101,7,-9,0.8,-7
O=C1C2C3C=CC(CC3)C2C(=O)N1/N=C/c1c(O)ccc2ccccc12 (stereo unspecified),4,0,113,32,110,6,-4,-1.9,9
CCC(C)NC(=O)Cn1nc(C(F)(F)F)c2c1CCCC2 (stereo unspecified),6,-2,91,13,102,-4,-4,-1.5,4
Cc1cc(C)n(CC(O)COc2ccc(C(C)C)c(C)c2)n1 (stereo unspecified),0,-32,98,14,99,-10,0,-1.3,25
COc1cccc(-n2nnnc2SCC(=O)Nc2cccc(NC(C)=O)c2)c1,-4,-9,99,4,96,3,1,1.5,12
Fc1ccc(C(CCNCc2cccs2)c2ccco2)cc1 (stereo unspecified),9,13,102,20,113,14,0,0.6,20
CCC(CO)NC1=CC(=O)CCC1 (stereo unspecified),-5,5,103,-20,99,-2,5,0.5,9
O=C1CCN(C(=O)Nc2ccccc2Cl)N1,-24,0,48*[inhibitor],56,57,-11,14,1.0,5

# Exported with two lines to a compound: part of the list above
# Results follow in this order: MEKK2 mut-MEK5, DNA FID counter, MEKK3 PB1 HTS, PHOSPHO1 inh, MEKK2 WT-MEK5, GPR7 antagonist, PfM18AAP inh, OXTR agonist, NALP1 yeast inh
- O=C(CSCc1ccc(Cl)cc1)Nc1ccc(S(=O)(=O)N2CCCCCC2)cc1
    20, -14, 108, -14, 119, -4, 0, 11, 14
- COc1ccc(NC(C)=O)cc1NC(=O)CN1CCN(S(=O)(=O)c2ccc(C(C)C)cc2)CC1
    9, 0, 104, 41, 105, -4, -6, -1.3, 24
- CCN1CC(C)C(O)(c2ccccc2)CC1C (stereo unspecified)
    5, 4, 100, 3, 101, -1, -3, 1.0, -14

# (further entries)
SMILES,MEKK2 mut-MEK5,DNA FID counter,MEKK3 PB1 HTS,PHOSPHO1 inh,MEKK2 WT-MEK5,GPR7 antagonist,PfM18AAP inh,OXTR agonist,NALP1 yeast inh
CCNC(=S)NNC(=S)NCc1ccccc1,-3,2,91,11,94,-9,32*,-0.6,6
COc1ccc(NC(=O)c2ccc3ccccc3c2)cc1NS(=O)(=O)c1ccc(F)cc1,0,-13,106,-8,116,-9,-1,-1.1,45
C=CCn1c(SCC(=O)N2CCCCC2)nnc1-c1ccncc1,0,-11,100,54,96,-10,5,1.5,7
Cc1ccnc(N2CCC(C(=O)Nc3cccc(C(F)(F)F)c3)CC2)n1,-2,-13,99,-29,96,-3,-12,-1.0,19
CCc1c(SCCC(=O)O)nc2ccccc2c1C,-8,-20,96,29,86,-7,5,0.5,4
CCC/C(=N\NC(=O)CNC(=O)/C=C/c1ccco1)c1ccccc1,-2,-6,81,0,75,-9,-14,-1.5,5
CC12CCC(C)(c3nc4ccccc4nc31)C2(C)C,-3,-6,96,51,97,-2,-5,0.1,3
Cc1ccccc1OCc1nc(-c2ccc(-n3cccc3)cc2)no1,-1,0,89,9,91,-9,-2,1.8,-6
C#CCOC(=O)c1ccccc1C(=O)OCC#C,15,-3,109,16,114,-8,-8,-0.8,12
O=C(O)c1cc(NN=Nc2ccc(Br)cc2)cc([N+](=O)[O-])c1,-23,-7,83,51,82,-9,-4,-0.2,14
O=C(Nc1cccc(C(F)(F)F)c1)c1ccco1,-2,-1,104,7,102,-7,4,-1.8,12
COc1ccccc1C(=O)N/C(=C\c1cn(S(=O)(=O)N(C)C)c2ccccc12)C(=O)NCCN1CCOCC1,0,7,97,-29,99,-10,0,-1.0,12
Cn1cccc1CNC1CCCCC1,0,5,100,15,99,2,9,0.6,5
CCOC(=O)Cc1nn(Cc2ccc(Cl)cc2)c(=O)c2ccccc12,5,-7,107,3,105,1,-5,-1.9,-1
CC(=O)c1ccc(OCCCC(=O)NCCc2ccccc2)cc1,14,-32,104,51,108,19,9,-0.8,-2
O=C(NNC(=O)c1ccccc1Cl)c1ccccc1Cl,5,-3,108,42,102,-13,1,0.0,3
CC1=NC2(CCCc3c2no[n+]3[O-])N(O)C1(C)C (stereo unspecified),0,2,97,5,98,-11,3,-0.5,10
CC1=NN(c2ccccc2)C(=O)/C1=C/C=C/c1ccccc1,-1,1,129*,-2,100,-6,9,-1.7,24
O=C(NCC(=O)N(c1ccc(Cl)cc1)C(C(=O)NC1CCCC1)c1cccnc1)c1ccco1 (stereo unspecified),3,-36,101,35,107,-16,2,0.1,8
Cc1cccn2c(=O)c3cc(C(=O)NC4CCCC4)sc3nc12,2,-20,103,28,109,-2,4,-0.7,9
Cc1ccccc1N1CCN(C2CCCN(C(=O)c3cc[n+]([O-])cc3)C2)CC1 (stereo unspecified),5,-19,103,40,107,-7,-2,0.2,24
C#Cc1ccc([C@H]2C=C(C(=O)O)O[C@@H](OCCCCO)C2)cc1,-2,.,98,.,97,.,.,-0.1,.
O=C(Nc1ccc(Br)cc1F)C1CCCN(S(=O)(=O)c2cnc[nH]2)C1 (stereo unspecified),6,-6,116,11,111,-9,4,0.2,21
CC1CCN(c2ccccc2NC(=S)NC(=O)c2ccco2)CC1,0,-7,96,.,91,-4,4,-2.1,.
COc1cc2c(cc1OC)n(CC(=O)NC1CCCCCC1)n1c(C)cc(=O)nc21,5,-32,103,26,109,-20,-1,-1.0,3
O=C(NNC1CC(=O)N(c2ccc(Cl)cc2)C1=O)c1ccccc1Cl (stereo unspecified),-5,-18,98,-20,96,10,4,-0.3,-3
CN(C)S(=O)(=O)c1cccc(NC(=O)COC(=O)c2ccc3c(c2)OCO3)c1,-2,-11,98,-7,98,2,3,1.1,34
